# From PubChem BioAssay
# TPT1 inh: Candida albicans TPT1 enzyme inhibitors, primary screen, biochemical, fluorescence polarization; recombinant caTPT1, FP RNA substrate dephosphorylation; AID 1962, 2009; inhibition, % at 5 µM; 300,000 compounds, 0.81% hits;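 active = inhibition above the mean of all tested compounds plus 3 SD, set per screening campaign, cut at about 24% in these data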;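 note: plate controls were DMSO alone for no effect and ferristatin control at 100 nM for full effect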
# Fam108B inh: mouse Fam108B serine hydrolase inhibitors, primary screen, counter-screen for RBBP9 inhibitor project, biochemical, fluorescence polarization. recombinant Fam108B, FP-Rh probe fluorescence polarization. inhibition, % at 9.51 µM. 300,000 compounds, 0.33% hits. AID 1947, 2009;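 active = inhibition above the screen mean inhibition plus 3 SD, computed separately per campaign, cut at about 18% in these data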;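 note: inhibitors lower polarization as less probe binds the enzyme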
# Bcl-xL primary: inhibitors of human Bcl-xL, primary screen, biochemical, fluorescence polarization, HTS | AID 2129, 2009 | GST-Bcl-xL / FITC-Bim BH3 peptide fluorescence polarization | 320,000 compounds, 0.7% hits | inhibition, % at 10.9 µM;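 active = inhibition above the mean of all tested compounds plus 3 SD, cutoff set per campaign, cut at about 30% in these data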;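 note: 0% = DMSO wells and 100% = unlabeled Bim-BH3 peptide competitor; inhibitors lower millipolarization by displacing the labeled peptide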
# PAD4 inh: human PAD4 inhibitors, primary screen, biochemical, fluorescence polarization, 1536-well format. 330,000 compounds, 0.41% hits. inhibition, % at 6.36 µM. recombinant PAD4, RCA probe fluorescence polarization. Protein-arginine deiminase type-4 (Homo sapiens), Q9UM07;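 active = percent inhibition above a cutoff equal to the mean of all tested compounds plus 3 SD, cut at about 15% in these data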;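 note: 0% = PAD4 with RCA probe and DMSO and 100% = probe without PAD4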
# PME-1 primary: PME-1 inhibitors via competitive probe labeling, primary screen, biochemical, fluorescence polarization, FP-Rh probe, HTS. Protein phosphatase methylesterase 1 (Homo sapiens), Q9Y570. recombinant PME-1. inhibition, % at 5.9 µM. 320,000 compounds, 0.53% hits;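 active = inhibition above the campaign mean of all compounds plus 3 SD, cut at about 26% in these data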;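 note: competitive labeling of PME-1 active site by serine hydrolase directed probe; 0% = PME-1 with DMSO and 100% = wells lacking PME-1 enzyme; inhibitors block probe labeling so polarization falls and inhibition rises; many of its hits are not listed in these tables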
# MEX-5 binding: MEX-5 zinc finger RNA-binding disruptors – biochemical, C. elegans, fluorescence polarization, MLPCN library, primary screen; Zinc finger protein mex-5 (Caenorhabditis elegans), Q9XUB2; MEX-5/FITC-TCR2 RNA binding; hits give low values; activity score (negative = inhibition of binding), % at 10 µM; 300,000 compounds, 0.38% hits;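 active = inhibition past about -25% in most replicates, and total fluorescence under double the plate's negative control median, limit read from the data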;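 note: 0% = DMSO and -100% = 5 µM competing unlabeled TCR2 RNA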
# GSTO1 inh: inhibitors of recombinant GSTO1, primary screen, counter-screen for RBBP9 inhibitor project, biochemical, fluorescence polarization; activity-based probe fluorescence polarization; inhibition, % at 5.96 µM; 300,000 compounds, 1.1% hits; AID 1974, 2009;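 active = inhibition above the campaign mean inhibition plus 3 SD, cut at about 35% in these data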;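 note: 0% = GSTO1-1 with DMSO and 100% = wells lacking GSTO1-1 enzyme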
# Target sequence (P78417 whole entry, looked up): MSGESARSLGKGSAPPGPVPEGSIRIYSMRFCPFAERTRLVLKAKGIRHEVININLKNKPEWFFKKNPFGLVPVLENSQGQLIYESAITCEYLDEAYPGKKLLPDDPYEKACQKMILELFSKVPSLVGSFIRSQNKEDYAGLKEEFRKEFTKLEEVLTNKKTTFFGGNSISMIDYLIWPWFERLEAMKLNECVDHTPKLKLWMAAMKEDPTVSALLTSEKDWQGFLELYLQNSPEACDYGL
# MCL1 BIM primary: inhibitors of MCL1 binding to BIM-BH3, primary screen, biochemical, fluorescence polarization; Induced myeloid leukemia cell differentiation protein Mcl-1 (Homo sapiens), Q07820; GST-MCL1 / FITC-Bim-BH3 fluorescence polarization; inhibition, % at 10.9 µM; 320,000 compounds, 0.68% hits;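 active = inhibition above the mean inhibition of all tested compounds plus 3 SD, set per campaign, cut at about 40% in these data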;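 note: 0% = DMSO wells and 100% = unlabeled Bim-BH3 peptide control; higher means more loss of mP so more displacement of Bim peptide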
# Target sequence (Q07820 whole entry, looked up): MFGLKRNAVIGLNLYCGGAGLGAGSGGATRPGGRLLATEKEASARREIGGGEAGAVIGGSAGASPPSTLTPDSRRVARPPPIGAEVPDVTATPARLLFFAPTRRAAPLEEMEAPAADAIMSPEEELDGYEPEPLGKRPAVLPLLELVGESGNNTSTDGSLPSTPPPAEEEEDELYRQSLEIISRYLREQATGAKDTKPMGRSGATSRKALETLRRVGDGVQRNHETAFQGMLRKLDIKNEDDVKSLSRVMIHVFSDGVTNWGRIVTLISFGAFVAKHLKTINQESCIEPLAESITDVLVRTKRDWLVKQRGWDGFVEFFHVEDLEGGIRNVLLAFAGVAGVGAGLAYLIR
# GLD-1 RNA inh: GLD-1/TGE RNA complex disruptors, primary screen, biochemical, fluorescence polarization. purified GLD-1 + fluorescein TGE RNA. 320,000 compounds, 0.44% hits. Female germline-specific tumor suppressor gld-1 (Caenorhabditis elegans), Q17339. inhibition, % at 5.96 µM;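 active = percent inhibition above a per-plate cutoff, the plate mean of test compounds plus 3 SD, cut at about 30% in these data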;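 note: 0% = DMSO wells with GLD-1 and probe and 100% = wells lacking GLD-1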
# The depositor's hits bear a star; x = not tested or not shown; & = joins results of further samples. The list is partial; count on the stated rates, not on these rows.
SMILES,TPT1 inh,Fam108B inh,Bcl-xL primary,PAD4 inh,PME-1 primary,MEX-5 binding,GSTO1 inh,MCL1 BIM primary,GLD-1 RNA inh
NC(N)=O,1,0,2,-6,-6,2.2,6,7,3
CCCCCC(=O)O[C@]1(C(C)=O)CC[C@H]2[C@@H]3CCC4=CC(=O)CC[C@]4(C)[C@H]3CC[C@@]21C,2,3,-3,-3,-3,-0.5,2,-4,7
NC1CCN(c2nc3c(cc2F)c(=O)c(C(=O)O)cn3-c2ccc(F)cc2F)C1 (centres undefined),0,-1,4,-1,-5,0.1,3,3,2
COC(=O)C1=CO[C@@H](O[C@@H]2O[C@H](CO)[C@@H](O)[C@H](O)[C@H]2O)C2C1C[C@H](O)[C@@H]2C (some centres undefined),x,x,-2,-2,-6,x,x,-3,-2
CC(=O)CCCCn1c(=O)c2c(ncn2C)n(C)c1=O,-1,-2,0,-2,1,2.4,0,2,-2
Cc1ccc(=O)n(-c2ccccc2)c1,3,0,1,0,-5,-0.7,3,1,5
COc1ccc(C[C@H]2COC(=O)[C@@H]2Cc2ccc(OC3OC(CO)C(O)C(O)C3O)c(OC)c2)cc1OC (some centres undefined),-6,0,3,-7,-3,2.4,4,4,5
Oc1cc2c(cc1O)[C@H]1c3ccc(O)c(O)c3OC[C@@]1(O)C2,x,x,28,7,-4,x,x,57*,24
CNCCCN1c2ccccc2CCc2ccccc21,-2,2,-2,-3,2,1.5,8,8,6
Cc1ccc(N(CC2=NCCN2)c2cccc(O)c2)cc1,-1&-2&-4,-1&5&-3,6&8&11,2&-7&-3,-3&-1&-2,1.0&-0.5&1.0,2&2&-1,3&2&14,-1&3&2
C[N+]1(C)CCC(=C(c2ccccc2)c2ccccc2)CC1,0,-1,-2,0,-2,x,-2,4,-1
C1COC(NC(C2CC2)C2CC2)=N1,-2,-4,-2,-1,-8,1.2,6,0,1
Oc1ccc(C2CNCCc3c2cc(O)c(O)c3Cl)cc1 (centres undefined),1&-5,2&5,-1&16,-2&-1,-2&-4,-12,-3&8,8&32,7&1
CC1(C)O[C@H]2CC(=O)OC[C@@]23C1CC(=O)[C@]1(C)C3CC[C@@]2(C)[C@H](c3ccoc3)OC(=O)[C@H]3O[C@]321 (some centres undefined),-1,-1,5,1,-1,x,-7,3,3
CC12CCC(=O)C=C1CCC1C2CCC2(C)C1CCC2(O)C(=O)CO (centres undefined),1,-1,3,-1,-3,-0.9,2,-5,10
CCCCNc1ccc(C(=O)OCCOCCOCCOCCOCCOCCOCCOCCOCCOC)cc1,-3,1,3,0,-2,x,-2,7,5
NOCC(=O)O,-2,-2,-1,-1,0,x,5,4,1
CC(=O)Nc1ccc(CC(=O)O)cc1,1,0,3,-1,4,3.5,4,0,1
CN(C)CCCC1(c2ccc(F)cc2)OCc2cc(C#N)ccc21 (centres undefined),1,-1,7,3,-5,-1.9,2,9,-5
CN1CCCN=C1COC(=O)C(O)(c1ccccc1)C1CCCCC1 (centres undefined),3,1,3,-4,-2,-0.8,-5,-5,11
Cc1cncn1CCc1nc2c3ccccc3nc(SCC(=O)Nc3cccc(Cl)c3)n2n1,1,-5,1,3,-1,1.6,-4,-2,-4
N[C@@H](Cc1c[nH]c2ccc(O)cc12)C(=O)O,4,4,8,-2,1,x,1,6,4
Cc1cccc2c1NC(=O)C2(c1ccc(O)cc1)c1ccc(O)cc1,-2,0,2,-2,-2,1.8,5,5,3
CC(C)=CCOc1c2ccoc2cc2oc(=O)ccc12,2,-1,5,-2,-4,0.2,-1,5,1
CC1Cc2ccccc2N1NC(=O)c1ccc(Cl)c(S(N)(=O)=O)c1 (centres undefined),2,3,3,-7,-1,-0.9,-2,-2,8
# The results go on.
SMILES,TPT1 inh,Fam108B inh,Bcl-xL primary,PAD4 inh,PME-1 primary,MEX-5 binding,GSTO1 inh,MCL1 BIM primary,GLD-1 RNA inh
C/C=C(/C)C(=O)OC(C)(C)[C@@H]1Cc2c(ccc3ccc(=O)oc23)O1,-2,1,3,1,7,-3.4,8,10,4
CCCc1nc(C(C)(C)O)c(C(=O)O)n1Cc1ccc(-c2ccccc2-c2nn[nH]n2)cc1,-1,-4,7,-3,-5,1.9,0,6,1
CCN(CC)CCOC(=O)c1ccc(N)cc1,0,6,-2,-3,1,2.4,2,-2,0
COc1ccc(C2CNC(=O)C2)cc1OC1CCCC1 (centres undefined),0,-1,-1,-1,7,0.1,0,1,-27
CCCCNc1ccc(C(=O)OCCN(C)C)cc1,-1,-2,3,-5,3,2.3,-1,0,2
O=C(O)CCC(=O)c1ccc(-c2ccccc2)cc1,-1,-3,5,172*,-4,-1.7,-1,-1,2
CN(C)CCC[C@]1(c2ccc(F)cc2)OCc2cc(C#N)ccc21,1,3,2,-4,-5,-3.6,-4,10,1

# An excerpt of the results above:
SMILES,TPT1 inh,Fam108B inh,Bcl-xL primary,PAD4 inh,PME-1 primary,MEX-5 binding,GSTO1 inh,MCL1 BIM primary,GLD-1 RNA inh
NOCC(=O)O,-2,-2,-1,-1,0,x,5,4,1
CC(=O)Nc1ccc(CC(=O)O)cc1,1,0,3,-1,4,3.5,4,0,1
CN(C)CCCC1(c2ccc(F)cc2)OCc2cc(C#N)ccc21 (centres undefined),1,-1,7,3,-5,-1.9,2,9,-5
CN1CCCN=C1COC(=O)C(O)(c1ccccc1)C1CCCCC1 (centres undefined),3,1,3,-4,-2,-0.8,-5,-5,11
Cc1cncn1CCc1nc2c3ccccc3nc(SCC(=O)Nc3cccc(Cl)c3)n2n1,1,-5,1,3,-1,1.6,-4,-2,-4
N[C@@H](Cc1c[nH]c2ccc(O)cc12)C(=O)O,4,4,8,-2,1,x,1,6,4
Cc1cccc2c1NC(=O)C2(c1ccc(O)cc1)c1ccc(O)cc1,-2,0,2,-2,-2,1.8,5,5,3
CC(C)=CCOc1c2ccoc2cc2oc(=O)ccc12,2,-1,5,-2,-4,0.2,-1,5,1
CC1Cc2ccccc2N1NC(=O)c1ccc(Cl)c(S(N)(=O)=O)c1 (centres undefined),2,3,3,-7,-1,-0.9,-2,-2,8
C/C=C(/C)C(=O)OC(C)(C)[C@@H]1Cc2c(ccc3ccc(=O)oc23)O1,-2,1,3,1,7,-3.4,8,10,4
CCCc1nc(C(C)(C)O)c(C(=O)O)n1Cc1ccc(-c2ccccc2-c2nn[nH]n2)cc1,-1,-4,7,-3,-5,1.9,0,6,1
CCN(CC)CCOC(=O)c1ccc(N)cc1,0,6,-2,-3,1,2.4,2,-2,0
COc1ccc(C2CNC(=O)C2)cc1OC1CCCC1 (centres undefined),0,-1,-1,-1,7,0.1,0,1,-27
